Screening results deposited in PubChem by several laboratories.
GSH bead fluor – GSH bead compound fluorescence profile. GSH beads flow cytometry, compound fluorescence 488/530 nm; active compounds read high. fluorescence (KMESF) at 10 µM. 190,000 compounds, 0.25% hits. AID 1776; in the data active = fluorescence above about 89;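 note: glutathione beads carrying GST-tagged Bcl family fusion proteins plus one bare bead set; values are compound well signal with DMSO vehicle wells as background; inactives centre near 16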
Bim-Bcl-W – human Bim-Bcl-W interaction inhibition | 190,000 compounds, 0.02% hits | inhibition, % at 10 µM | Q92843 | AID 952 | bead-based flow cytometry, Bim peptide-Bcl-W binding;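 note: 0% = bound tracer without compound and 100% = peptide blocker; higher means less fluorescent Bim peptide bound to Bcl-W beads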
Target sequence (Q92843 whole entry, looked up): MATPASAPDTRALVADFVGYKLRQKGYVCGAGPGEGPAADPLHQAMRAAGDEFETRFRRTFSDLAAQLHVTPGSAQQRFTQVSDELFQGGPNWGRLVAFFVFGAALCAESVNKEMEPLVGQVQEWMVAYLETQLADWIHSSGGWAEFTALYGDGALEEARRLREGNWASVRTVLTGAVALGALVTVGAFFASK
RGS7-Gao reg – human RGS7-Galphao interaction regulation; 220,000 compounds, 0.35% hits; binding response (% of control), % at 10 µM; AID 1439; P09471; Multiplexed bead flow cytometry, RGS7-Galphao binding; actives lie on both sides; in the data active = binding response below about 49% or above about 150%; inconclusive = no clear call, values can overlap the other calls; inactive = in between;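 note: fluorescent Galphao held in activated GDP-AlF4 state binding bead-coupled RGS7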
Target sequence (P09471 whole entry, looked up): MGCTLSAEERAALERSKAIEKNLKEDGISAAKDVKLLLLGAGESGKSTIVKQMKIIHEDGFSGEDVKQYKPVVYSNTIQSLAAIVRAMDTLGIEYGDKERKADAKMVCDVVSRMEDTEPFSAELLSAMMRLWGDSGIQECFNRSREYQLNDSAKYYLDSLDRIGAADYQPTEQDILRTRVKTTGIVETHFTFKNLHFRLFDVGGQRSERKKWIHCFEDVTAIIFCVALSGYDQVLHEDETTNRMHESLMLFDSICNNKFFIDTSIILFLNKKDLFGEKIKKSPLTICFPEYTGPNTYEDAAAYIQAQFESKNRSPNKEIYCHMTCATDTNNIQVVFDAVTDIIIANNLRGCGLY
Bcl-2 Bim block – human Bim-Bcl-2 interaction inhibition; Bead-based flow cytometry, Bim peptide-Bcl-2 binding; inhibition, % at 10 µM; 190,000 compounds, 0.06% hits; AID 950; in the data active = inhibition above about 40%; inconclusive = no clear call, values can overlap the other calls;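 note: 0% = no compound wells with probe peptide and 100% = reference peptide inhibitor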
Bim-Bcl-XL – human Bim-Bcl-XL interaction inhibition | Q07817 | Bim peptide-Bcl-XL binding, bead flow cytometry, fluorescence | inhibition, % at 10 µM | 190,000 compounds, 0.04% hits | AID 1007
Bim-Bfl-1 – human Bim-Bfl-1 interaction inhibition; Q16548; Bead-based flow cytometry, Bim-Bfl-1 binding inhibition; inhibition, % at 10 µM; 190,000 compounds, 0.12% hits; AID 1008;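 note: 0% = wells without compound plus tracer and 100% = blocker peptide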
RGS4-Gao reg – human RGS4-Galphao interaction regulation; P09471; binding response (% of control), % at 10 µM; Multiplexed bead flow cytometry, RGS4-Galphao binding; actives lie on both sides; 220,000 compounds, 0.33% hits; in the data active = binding response below about 49% or above about 150%; inactive = in between;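 note: fluorescent Galphao activated with aluminum fluoride binding bead-coupled RGS4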
RGS8-Gao reg – modulates binding of RGS8 to human Galphao; P09471; multiplexed bead flow cytometry; actives lie on both sides; response (percent of control binding), % at 10 µM; 220,000 compounds, 0.34% hits; AID 1423; in the data active = response below about 60% or above about 140%; inactive = in between;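 note: Galphao activated as the GDP aluminium fluoride complex binding bead-coupled RGS8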
Mcl1-Bid inh – disrupts binding of human Mcl-1 to Bid peptide. Q07820. TR-FRET Mcl-1/Bid-Dy647 peptide binding, 1536-well. inhibition, % at 21.7 µM. 220,000 compounds, 0.97% hits. AID 1021;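 active = compounds that cut the binding signal by more than half at the single screening dose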;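 note: His-tagged Mcl-1 with europium anti-His antibody binding Bid BH3 peptide; 0% = Mcl-1 plus peptide wells and 100% = peptide-only wells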
Mcl-1 Bim block – inhibitors of Bim-Mcl-1 interaction, human | Q07820 | Bead-based flow cytometry, Bim peptide-Mcl-1 binding | inhibition, % at 10 µM | 190,000 compounds, 0.1% hits;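 note: 0% = no compound tracer wells and 100% = peptide blocker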
Bim-Bcl-B – disrupts Bim peptide binding to human Bcl-B; inhibition, % at 10 µM; Q9HD36; 190,000 compounds, 0.073% hits; bead-based flow cytometry;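 note: 0% = tracer peptide without compound and 100% = reference inhibitor peptide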
Target sequence (Q9HD36 whole entry, looked up): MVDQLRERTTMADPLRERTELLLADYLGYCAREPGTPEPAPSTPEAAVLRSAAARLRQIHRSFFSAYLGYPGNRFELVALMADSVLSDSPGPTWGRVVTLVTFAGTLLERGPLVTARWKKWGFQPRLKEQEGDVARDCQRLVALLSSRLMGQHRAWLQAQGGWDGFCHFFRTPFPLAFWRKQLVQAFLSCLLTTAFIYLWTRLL
An asterisk follows results filed as active; ? = inconclusive; nt = no result given. Cut-off read from the data, not from the text of the source, unless noted: active = inhibition above about 40%.

SMILES	GSH bead fluor	Bim-Bcl-W	RGS7-Gao reg	Bcl-2 Bim block	Bim-Bcl-XL	Bim-Bfl-1	RGS4-Gao reg	RGS8-Gao reg	Mcl1-Bid inh	Mcl-1 Bim block	Bim-Bcl-B
Cc1nc(CS(=O)(=O)c2ccccc2)cc(Sc2ccccc2Cl)n1	59	1	103	-6	-5	-11	105	102	4	-4	-7
Cc1cc(SC(C)C(=O)Nc2ncc(Cl)cc2Cl)nc2ccccc12 (configuration not stated)	21	0	99	7	-1	3	102	102	-16	0	-10
O=C(Oc1ccc2c3c(c(=O)oc2c1)CCC3)c1ccco1	21	0	102	2	0	-1	100	102	-3	0	-2
Cc1ccc(-c2nnc(N3CCN(S(C)(=O)=O)CC3)c3ccccc23)cc1	17	-6	102	-5	-4	-3	101	102	8	-4	-6
CNS(=O)(=O)c1cccc(C(=O)OCC(=O)N2CCc3ccccc3C2)c1	28	0	106	-3	4	-7	104	104	-4	0	-5
Cc1cccc(NCC(O)Cn2cnc3c2c(=O)n(C)c(=O)n3C)c1 (configuration not stated)	23	-4	98	-4	-6	-1	97	100	-32	-4	-8
CCC(=O)NC(c1ccccc1)c1nc2ccccc2[nH]1 (configuration not stated)	10	0	98	0	-2	0	93	87	-1	-4	-3
CCC(C)Sc1nnc(Cc2cc(=O)[nH]c(=O)[nH]2)n1-c1ccc(F)cc1 (configuration not stated)	16	-6	97	-4	-6	-4	103	100	-21	-6	-8

Record cards, from the list above.
Cc1nc(CS(=O)(=O)c2ccccc2)cc(Sc2ccccc2Cl)n1 as listed: GSH bead fluor = 59; Bim-Bcl-W = 1; RGS7-Gao reg = 103; Bcl-2 Bim block = -6; Bim-Bcl-XL = -5; Bim-Bfl-1 = -11; RGS4-Gao reg = 105; RGS8-Gao reg = 102; Mcl1-Bid inh = 4; Mcl-1 Bim block = -4; Bim-Bcl-B = -7
CCC(=O)NC(c1ccccc1)c1nc2ccccc2[nH]1 (configuration not stated) as listed: GSH bead fluor = 10; Bim-Bcl-W = 0; RGS7-Gao reg = 98; Bcl-2 Bim block = 0; Bim-Bcl-XL = -2; Bim-Bfl-1 = 0; RGS4-Gao reg = 93; RGS8-Gao reg = 87; Mcl1-Bid inh = -1; Mcl-1 Bim block = -4; Bim-Bcl-B = -3

The listing continues:
SMILES	GSH bead fluor	Bim-Bcl-W	RGS7-Gao reg	Bcl-2 Bim block	Bim-Bcl-XL	Bim-Bfl-1	RGS4-Gao reg	RGS8-Gao reg	Mcl1-Bid inh	Mcl-1 Bim block	Bim-Bcl-B
Cc1ccc(S(=O)(=O)N2CCC(c3nc4c(nnn4Cc4ccccc4)c(=O)[nH]3)CC2)cc1	26	3	90	3	0	-1	91	94	-8	3	0
COc1ccc(OC)c(N(CC(=O)O)S(=O)(=O)c2ccc(OC)c(OC)c2)c1	22	-1	100	-10	-4	-16	102	102	-28	-4	-7
O=C1CNC(=O)N1CC(O)Cn1c2ccccc2c2ccccc21 (configuration not stated)	15	0	?	2	-1	-3	102	103	-10	2	-1
Cc1ccc(Oc2nnc(-c3cccs3)c3ccccc23)cc1	8	-3	99	-4	-7	0	102	104	-11	-3	-5
Cc1ccc(N2CC(C(=O)Nc3ccc(S(=O)(=O)N4CCCC4)cc3)CC2=O)cc1 (configuration not stated)	21	1	100	0	0	1	100	100	-16	0	2
CCN(CC)Cc1cc(NC2=NS(=O)(=O)c3ccccc32)ccc1OC(=O)c1ccccc1	10	-2	103	0	-4	2	105	99	2	0	-3
C=C(C)C1CC=C(C)/C(=N\NC(=S)Nc2ccc(C)cc2)C1 (configuration not stated)	9	-4	99	-2	-11	-2	103	100	-86	-4	-6
CCOC(=O)C1=C(CN2CCN(CCC#N)CC2)NC(=O)NC1c1ccc2c(c1)OCO2 (configuration not stated)	14	-3	111	0	-1	-4	114	114	-16	0	-4

Additional records
SMILES	GSH bead fluor	Bim-Bcl-W	RGS7-Gao reg	Bcl-2 Bim block	Bim-Bcl-XL	Bim-Bfl-1	RGS4-Gao reg	RGS8-Gao reg	Mcl1-Bid inh	Mcl-1 Bim block	Bim-Bcl-B
COc1ccc(CCn2c(N3CCN(C)CC3)nc3c2c(=O)[nH]c(=O)n3C)cc1	22	-2	100	-1	-1	0	97	100	-25	-3	2
Cc1cccc(NC(=O)CN(C)S(=O)(=O)c2cccc3cccnc23)c1	23	2	95	-10	-1	-11	99	100	-6	0	-3
CC(=O)c1ccc(NC(=S)NC(C)c2ccc(Cl)cc2Cl)cc1 (configuration not stated)	12	-4	106	-2	-4	-8	105	108	-20	-1	-7
CCNc1nc(NCC)n2c(SCC(=O)c3ccccc3Cl)nnc2n1	7	-1	98	-4	-3	-5	101	100	-21	0	-3
CSc1ccc(CN2C(=O)NC3(CCCCCCC3)C2=O)cc1	9	-1	101	2	1	-3	96	100	-22	0	0
COc1cc(NC(=S)NC(C)=O)ccc1NC(=O)C(C)C	11	-3	100	0	0	0	102	100	-12	-1	-4
CC1=CCC2C(=O)N(c3ccc(C(=O)N4CCCCCC4)cc3)C(=O)C2C1 (configuration not stated)	62	0	105	-7	-11	-10	104	96	-5	0	-4
COc1ccc(OCCCC(=O)Nc2nnc(C3CCCO3)s2)cc1 (configuration not stated)	8	1	98	-14	-4	-12	102	104	-19	0	-9

An excerpt from above, limited to Mcl1-Bid inh.
| Molecule | Mcl1-Bid inh |
| --- | --- |
| Cc1cc(SC(C)C(=O)Nc2ncc(Cl)cc2Cl)nc2ccccc12 (configuration not stated) | -16 |
| O=C(Oc1ccc2c3c(c(=O)oc2c1)CCC3)c1ccco1 | -3 |
| Cc1ccc(-c2nnc(N3CCN(S(C)(=O)=O)CC3)c3ccccc23)cc1 | 8 |
| CNS(=O)(=O)c1cccc(C(=O)OCC(=O)N2CCc3ccccc3C2)c1 | -4 |

(cont.)
SMILES	GSH bead fluor	Bim-Bcl-W	RGS7-Gao reg	Bcl-2 Bim block	Bim-Bcl-XL	Bim-Bfl-1	RGS4-Gao reg	RGS8-Gao reg	Mcl1-Bid inh	Mcl-1 Bim block	Bim-Bcl-B
NS(=O)(=O)c1ccc(NC(=S)NCc2ccccc2Cl)cc1	15	-4	103	-5	-7	-9	101	98	-59	-7	-17
NC(=O)CC[C@@H]1NC(=O)[C@H](Cc2ccccc2)NC(=O)[C@H](Cc2ccc(O)cc2)NC(=O)[C@@H](N)CSSC[C@@H](C(=O)N2CCC[C@H]2C(=O)N[C@@H](CCCN=C(N)N)C(=O)NCC(N)=O)NC(=O)[C@H](CC(N)=O)NC1=O	17	0	103	-1	-3	-2	103	104	0	-1	-1
CCOC(=O)/C(C(=O)Nc1ccccc1Cl)=C1/NC(C)(C)Cc2ccccc21	17	2	nt	-5	-3	-9	nt	nt	-21	-2	-8
CCOC(=O)N1CCN(C(=O)CCSc2ccc(Cl)cc2)CC1	12	-3	103	-1	-5	-1	103	100	-6	-2	-2
COc1ccccc1-n1c(=O)[nH]c2c(C(N)=O)nc(C3CCCCC3)nc21	14	0	98	-4	-3	-12	100	102	-9	-1	-5
CC(=O)N(CC(C)(C)CC=C(C)C)c1ccccc1	19	0	101	0	0	1	100	102	-21	-5	-3
CCC(Sc1nc2n[nH]c(C)c2c(=N)n1-c1cc(Cl)ccc1C)C(=O)N1CCOCC1 (configuration not stated)	40	1	103	-11	-14	-10	102	102	4	-4	-11
CN(C)CC(C)(C)CNS(=O)(=O)CC12CCC(CC1=O)C2(C)C (configuration not stated)	10	2	102	-4	-1	-5	101	103	-8	0	-1

The final five entries of the section above open the next one:
SMILES	GSH bead fluor	Bim-Bcl-W	RGS7-Gao reg	Bcl-2 Bim block	Bim-Bcl-XL	Bim-Bfl-1	RGS4-Gao reg	RGS8-Gao reg	Mcl1-Bid inh	Mcl-1 Bim block	Bim-Bcl-B
CCOC(=O)N1CCN(C(=O)CCSc2ccc(Cl)cc2)CC1	12	-3	103	-1	-5	-1	103	100	-6	-2	-2
COc1ccccc1-n1c(=O)[nH]c2c(C(N)=O)nc(C3CCCCC3)nc21	14	0	98	-4	-3	-12	100	102	-9	-1	-5
CC(=O)N(CC(C)(C)CC=C(C)C)c1ccccc1	19	0	101	0	0	1	100	102	-21	-5	-3
CCC(Sc1nc2n[nH]c(C)c2c(=N)n1-c1cc(Cl)ccc1C)C(=O)N1CCOCC1 (configuration not stated)	40	1	103	-11	-14	-10	102	102	4	-4	-11
CN(C)CC(C)(C)CNS(=O)(=O)CC12CCC(CC1=O)C2(C)C (configuration not stated)	10	2	102	-4	-1	-5	101	103	-8	0	-1
O=C(Nc1ccc(Cl)cc1)NC1CCCC1Cc1ccco1 (configuration not stated)	14	0	101	-1	-1	0	102	101	-35	-1	0
COc1ccccc1NC(=O)N1CCCC1C(=O)Nc1ccc(NC(C)=O)cc1 (configuration not stated)	40	3	103	-6	-5	-6	102	98	-21	1	-1
Cc1c(Cl)cccc1NC(=S)Nn1cnnc1	13	-3	?	-1	-6	-1	97	97	-39	-3	-19
O=C(CSc1nnc(-c2n[nH]c3ccccc23)n1-c1ccccc1)Nc1ccccc1Cl	24	0	104	1	-4	0	105	103	4	-1	1
Cc1ccccc1OCC(=O)N/N=C1\SCC(=O)N1Cc1ccccc1	10	-5	100	-8	-8	-10	100	101	-7	-7	-11
Cc1cccc(NC(=O)CS(=O)(=O)c2cn(CC(=O)N3CCOCC3)c3ccccc23)c1	26	0	103	1	-1	-1	103	102	-22	0	-3
Cc1c(Br)c([N+](=O)[O-])nn1CC(=O)c1ccccc1	9	-4	104	-4	-3	-6	101	99	-1	-4	-5
O=C(NNC(=O)C1[C@H]2CCCC[C@@H]12)NC1CCCCC1 (some centres not stated)	10	-3	103	-9	-9	-12	102	102	-2	-4	-7
NC(=O)c1nsc(C(=O)N(CC(=O)NCc2ccc3c(c2)OCO3)C2CCCCC2)c1N	23	-1	101	-3	-2	0	100	98	-4	-1	-2
